Assay outcomes deposited in PubChem by several laboratories.
RSV antiviral HEp-2: inhibition of RSV-induced cytopathic effect – HEp-2 cells, primary 10 µM value included (AID 2391); HEp-2 cells, RSV-induced CPE inhibition; higher % means a stronger effect; CPE inhibition, % at 10 µM; hits with a dose series show IC50 in µM; hit rate 0.13% among 310,000; in the data active = a potency from the dose series; inconclusive = CPE inhibition mostly from about 23% at the one dose, without a potency; inactive = the rest, 99 in 100 with CPE inhibition below about 21%; note: strong numbers were not always called active
West Nile antiviral: inhibition of WNV-induced cytopathic effect – cell-based, CPE readout (AID 1621); West Nile virus-infected cells, CPE inhibition; higher % means a stronger effect; CPE inhibition, % at 10 µM, or IC50 in µM where a hit was titrated; hit rate 0.02% among 290,000; in the data active = a potency from the dose series; inconclusive = CPE inhibition mostly from about 3.7% at the one dose, without a potency; inactive = the rest, 99 in 100 with CPE inhibition below about 2.2%; note: strong numbers were not always called active
MgcRacGAP inhibition: MgcRacGAP GTPase-activating activity inhibitors, confirmation, biochemical, ADP Hunter fluorescence; MgcRacGAP-stimulated Rac1 GTP hydrolysis, ADP Hunter fluorescence; higher % means a stronger effect; GST-tagged Rac1 F28L mutant substrate; inhibition, % at 30 µM, or IC50 in µM where a hit was titrated; hit rate 0.6% among 340,000;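 active = first-screen hits whose inhibition reached a set limit at any dose in the follow-up dose series; inconclusive = inhibition above the set first-screen limit but never retested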;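 note: fluorescence reports GDP produced by GAP-driven GTP hydrolysis; strong numbers were not always called active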
SV40 large T antigen: TAg ATPase/helicase activity blockers – biochemical (AID 1903). SV40 large T antigen ATPase/helicase inhibition assay; higher % means a stronger effect. one-dose inhibition, % at 20 µM; IC50 in µM for titrated hits. hit rate 0.39% among 310,000; in the data active = a potency from the dose series; inconclusive = inhibition mostly from about 32% at the one dose, without a potency; inactive = the rest, 99 in 100 with inhibition below about 32%; note: strong numbers were not always called active
SIAH1 antagonists: Siah-1 peptide-binding antagonists, primary screen, biochemical, fluorescence polarization, rhodamine-plectin, uHTS (AID 1817); Siah-1 / rhodamine-plectin peptide fluorescence polarization; higher % means a stronger effect; displacement, % at 20 µM, or IC50 in µM where a hit was titrated; hit rate 0.02% among 290,000;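 active = displacement of at least 50% at 20 µM, with a fluorescence ratio check between 0.3 and a set limit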;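 note: plate controls were Siah plus tracer with DMSO for no effect and tracer alone without Siah for full effect; strong numbers were not always called active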
AID2073: inhibitors of Mint1-CaV2.2 protein interaction, biochemical, HTRF (AID 2073); hit rate 0.19% among 290,000; HTRF protein-protein interaction, Mint1-CaV2.2; higher % means a stronger effect; inhibition, % at 20 µM; hits with a dose series show IC50 in µM; in the data active = inhibition mostly above about 51%, no sharp cut-off; inconclusive = no clear call, values can overlap the other calls; inactive = mostly below about 53%; note: some results filed as inactive read as strong as hits
NTR1 agonist: agonists of NTR1, primary screen, imaging, U2OS cells, beta-arrestin-GFP, high content (AID 493036); P30989; NTR1-U2OS beta-arrestin-GFP spot imaging, agonist mode; activation, % at 20 µM; hit rate 0.17% among 330,000;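 active = activation at or above 40% of the spot to cytoplasm intensity ratio, with at least 20 cells analyzed; inconclusive = wells under 20 cells, flagged as cytotoxic or low count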;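 note: 0% = DMSO without peptide and 100% = 100 nM NTR1 peptide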
Target sequence (P30989 whole entry, looked up): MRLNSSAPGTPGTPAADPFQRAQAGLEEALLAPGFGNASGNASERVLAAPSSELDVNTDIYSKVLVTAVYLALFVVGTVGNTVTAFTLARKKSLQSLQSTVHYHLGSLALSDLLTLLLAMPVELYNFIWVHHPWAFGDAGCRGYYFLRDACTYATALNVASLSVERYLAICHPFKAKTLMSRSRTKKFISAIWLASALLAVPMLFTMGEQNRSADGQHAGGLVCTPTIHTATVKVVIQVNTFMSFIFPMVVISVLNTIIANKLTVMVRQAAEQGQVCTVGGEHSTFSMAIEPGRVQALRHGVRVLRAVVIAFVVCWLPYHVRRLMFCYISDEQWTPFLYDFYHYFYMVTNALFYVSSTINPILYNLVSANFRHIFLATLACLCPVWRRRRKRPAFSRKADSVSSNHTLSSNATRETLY
K1F lysis inhibition: protection from phage-mediated lysis, alamar blue read-out – E. coli UTI89, K1F phage, bacterial capsule biogenesis inhibitors (AID 488966); inhibition, % at 100 µM, or IC50 in µM where a hit was titrated; hit rate 0.02% among 340,000; E. coli UTI89 K1F phage lysis, alamar blue, 2 h; higher % means a stronger effect;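 active = phage lysis inhibition, versus mean bacterial control, above a set limit; inconclusive = no clear call, values can overlap the other calls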;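 note: capsule biogenesis inhibitors block K1F phage lysis so surviving cells raise fluorescence; higher fluorescence means more inhibition of phage lysis; actives were called in the ten point dose series up to 300 µM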
NS5 inhibitors: Dengue-2 NS5 methyltransferase inhibitors, primary screen, biochemical, confirmation dose response (AID 588689); Dengue-2 NS5 methyltransferase capping enzyme assay, biochemical; higher % means a stronger effect; one-dose inhibition, % at 25 µM; IC50 in µM for titrated hits; hit rate 0.3% among 340,000; in the data active = a potency from the dose series; inconclusive = inhibition above about 29% without an active follow-up result
NTR1 agonist cell count 20 µM: also measured in NTR1 agonist; calls as there; cell count; measured here: cell count, cytotoxicity flag
The depositor's hits bear a star; ? = inconclusive; / = no result given; [ ] = dose if it differs, or a comment.

SMILES | RSV antiviral HEp-2 | West Nile antiviral | MgcRacGAP inhibition | SV40 large T antigen | SIAH1 antagonists | AID2073 | NTR1 agonist | NTR1 agonist cell count 20 µM | K1F lysis inhibition | NS5 inhibitors
O=C(Nc1cccc(C(F)(F)F)c1)/C(=C/c1ccco1)NC(=O)c1cccs1 | 1.3% | / | 12% | 6% | 6% | -4% | -1.3 | 74 | 0.9% | -23%
COc1cc(NC(=O)Nc2ccccc2OC)c(OC)cc1NC(=O)CN1CCCCC1 | 5.3% | 0.6% | 16% | 6% | 1% | -12% | 13 | 45 | -0.3% | 1%
COc1ccc(N2C(=O)C3C(C2=O)C(C(=O)c2ccc(Cl)cc2)N2CCCC32)cc1 (stereo unspecified) | 0.7% | 0.1% | 14% | 19% | -9% | 9% | 0.9 | 50 | -1.0% | -40%
COc1ccc(CN2CCNC(=O)C2CC(=O)N2CCCN(C(C)=O)CC2)cc1OC (stereo unspecified) | -1.6% | 0.2% | 10% | 3% | -6% | 4% | 0.6 | 58 | 5.1% | 2%
Cc1ccc(Cn2c(SC(C)C(N)=O)nc3ccccc3c2=O)cc1 (stereo unspecified) | 0.0% | -0.5% | 4% | 2% | 1% | -4% | 0.4 | 35 | -0.7% | -1%
COc1ccccc1C1c2[nH]c3ccccc3c2CCN1Cc1ccc(NC(C)=O)s1 (stereo unspecified) | 0.5% | -0.3% | -5% | 18% | 11% | -2% | 4.7 | 81 | 2.3%[50 µM] | -3%
Oc1ccccc1/C=N/NC1=NCCCCC1 | -0.6% | 0.5% | -5% | 6% | -1% | 30% | 0.6 | 77 | 9.0% | -10%
Cc1ccc(CC(=O)CCc2ccccc2)cc1 | 0.9% | / | 7% | 6% | / | / | 1.3 | 86 | -0.1% | -1%
O=C(OCc1csc(-c2ccccc2)n1)C1=NN(c2ccccc2)C(=O)CC1 | -0.5% | / | 4% | / | / | / | 0.6 | 46 | 0.4%[50 µM] | 4%
COCCCNC(=O)CC(NS(=O)(=O)c1ccc(Cl)cc1)c1ccco1 (stereo unspecified) | 1.6% | 0.5% | 1% | 7% | 4% | -3% | -1.4 | 50 | 0.3% | /
O=C(CCNS(=O)(=O)c1ccccc1)OCC(=O)c1ccc(Cl)cc1 | 0.7% | / | 4% | 7% | / | / | 0.3 | 70 | 1.3%[50 µM] | -4%
COc1ccc2nc(/N=C(\N)NC(=O)Nc3ccccc3)nc(C)c2c1 | 13% | -0.9% | 8% | 11% | 0% | 6% | 5.2 | 57 | 2.4%[50 µM] | -8%
CCNC(=S)N/N=C/c1cccc(/C=N/NC(=S)NCC)c1 | -1.3% | -0.2% | 7% | 19% | 2% | 19% | -0.2 | 85 | 2.6% | 7%
Clc1ccc(CON/C=N/c2ncnc3sccc23)cc1 | 7.9% | -0.5% | 17% | -4% | 0% | -4% | 2.5 | 49 | -0.1% | -4%
C=C(C)COc1ccc(-c2n[nH]c(C)c2-c2ccc(Br)cc2)c(O)c1 | -3.6% | 2.5% | 13% | 7% | 4% | 6% | 21 | 39 | -0.1% | -6%
Cc1cc2cc(CNC(=O)c3ccc(C)c([N+](=O)[O-])c3)ccc2[nH]1 | 2.7% | / | 5% | 5% | -8% | -1% | 1.7 | 87 | 1.4% | 2%
COc1ccc(/C=C/c2nc(-c3ccccc3O)n[nH]2)cc1OC | ? | -1.6% | 8% | -2% | -2% | 10% | 8.1 | 45 | -0.1% | -8%
Cc1ccc(S(=O)(=O)N(C)c2ccc(C(=O)NCCc3ccccc3)cc2)cc1 | 8.7% | -0.5% | 10% | 29% | 2% | 3% | -0.3 | 56 | 0.2% | -10%
COc1cccc(CNC(=O)CCC2CCCN(C(=O)c3cccnc3SC)C2)c1 (stereo unspecified) | 0.9% | -0.1% | 13% | 17% | 4% | 2% | -1.1 | 64 | 0.2% | -17%
O=C(Nc1ccc(S(=O)(=O)Nc2ccc(F)cc2)cc1)c1ccc(CN2CCOCC2)cc1 | -1.9% | -1.8% | 1% | -1% | -2% | 8% | 3.2 | 66 | 0.0% | -11%

Structural class: the entries above with a furan ring, fused or not (two)
SMILES | RSV antiviral HEp-2 | West Nile antiviral | MgcRacGAP inhibition | SV40 large T antigen | SIAH1 antagonists | AID2073 | NTR1 agonist | NTR1 agonist cell count 20 µM | K1F lysis inhibition | NS5 inhibitors
O=C(Nc1cccc(C(F)(F)F)c1)/C(=C/c1ccco1)NC(=O)c1cccs1 | 1.3% | / | 12% | 6% | 6% | -4% | -1.3 | 74 | 0.9% | -23%
COCCCNC(=O)CC(NS(=O)(=O)c1ccc(Cl)cc1)c1ccco1 (stereo unspecified) | 1.6% | 0.5% | 1% | 7% | 4% | -3% | -1.4 | 50 | 0.3% | /

Next compounds
SMILES | RSV antiviral HEp-2 | West Nile antiviral | MgcRacGAP inhibition | SV40 large T antigen | SIAH1 antagonists | AID2073 | NTR1 agonist | NTR1 agonist cell count 20 µM | K1F lysis inhibition | NS5 inhibitors
COc1ccc(C(=O)NCc2ccc3c(c2)cc(C)n3C)cc1 | 2.5% | -0.4% | 3% | 2% | -5% | 10% | -0.4 | 62 | 2.9% | 14%
Cc1ccc(NC(=S)N2CCC(C(N)=O)(N3CCCCC3)CC2)c(C)c1 | 1.3% | -1.1% | 1% | 4% | 12% | -13% | -0.2 | 69 | 0.5% | 1%
CCOc1ccc(N2C(=O)CSC2c2ccncc2)cc1 (stereo unspecified) | 0.6% | -0.2% | -1% | 11% | -2% | 1% | 1.0 | 80 | 4.0% | -1%
CN(CC(=O)Nc1ccccc1Br)C(=O)COc1ccc2ccccc2c1 | 0.8% | / | 3% | / | / | / | 2.4 | 69 | 0.3%[50 µM] | 6%
CCc1cc(-c2n[nH]c(=S)n2CC)cs1 | 2.7% | -0.6% | 17% | 33% | -8% | 1% | 2.5 | 55 | 3.1% | -3%
COc1ccc(-c2noc(CCC(=O)N3CCN(Cc4ccccc4)CC3)n2)cc1 | 3.2% | -0.2% | 3% | 5% | 0% | -14% | -0.4 | 49 | -1.1%[50 µM] | -3%
Nc1c(-c2ccccc2)cnn1-c1ccccc1 | 1.6% | -0.4% | / | 9% | 5% | 12% | -1.5 | 83 | 0.1% | 7%
O=c1[nH]c2c(c(=O)[nH]1)CCC2 | 2.1% | 0.5% | 1% | 9% | 1% | -1% | 0.6 | 57 | -0.2% | -7%
CC(=O)Nc1ccc(Nc2nc(C)c([N+](=O)[O-])c(N(C)c3ccccc3)n2)cc1 | 19% | 0.2% | 2% | 9% | -1% | 5% | 5.0 | 57 | 0.0% | -4%
O=C(CCN1CCc2ccccc2C1)Nc1ccc(F)cc1 | 0.4% | -1.1% | 3% | 1% | 5% | 2% | 0.0 | 84 | 0.8% | -2%
CSc1ccccc1C(=O)Nc1c(C)cccc1C | 7.4% | 0.0% | -10% | 7% | 4% | 13% | 0.5 | 32 | -1.9% | -4%
Oc1ccccc1C1NN=C(c2ccccc2)S1 (stereo unspecified) | -1.6% | -1.3% | 1% | 1% | -7% | 23% | 0.9 | 50 | 0.5% | -1%
C=CCN1C(=O)C2C3CC(=O)C(c4ccccc43)C2C1=O (stereo unspecified) | -0.2% | 0.2% | / | 3% | -2% | 4% | 1.5 | 50 | / | /
COc1cccc(C(=O)NC(c2ccccc2)C2CCCC2)c1 (stereo unspecified) | 0.4% | -0.5% | -4% | 10% | 3% | -3% | 1.1 | 66 | -0.2% | -1%
CCSc1nnc(CSc2ncccn2)n1C | -0.6% | 0.1% | 0% | 1% | 2% | -2% | -0.1 | 67 | 0.3% | 4%
Cc1cc(C)c(S(=O)(=O)N2CCCC2=O)c(C)c1N(C)S(C)(=O)=O | 1.3% | 0.2% | -3% | 23% | 5% | 18% | 1.3 | 61 | -0.6% | -5%
CCCCN(C)S(=O)(=O)c1ccc(C(=O)Nc2nnc(C3=COCCO3)o2)cc1 | -0.6% | -1.3% | 8% | 0% | 1% | 21% | -1.4 | 79 | 0.2% | -8%
CN(CCCCN1CCOCC1)Cc1nc(-c2ccc3c(c2)OCO3)no1 | -1.6% | -0.5% | 9% | 26% | -5% | 4% | -2.1 | 63 | -0.1% | 3%
O=C(Cn1cnc2c(nnn2Cc2ccccc2F)c1=O)N1CCN(c2ccccc2)CC1 | 5.5% | -1.1% | 4% | 15% | -2% | 11% | 1.4 | 43 | 0.1% | 4%
CC1CCCCC1NC(=O)COC(=O)c1ccccn1 (stereo unspecified) | 0.3% | 1.2% | 12% | -2% | -4% | -20% | -2.3 | 44 | 2.5% | 7%
Cc1ccc(OCCNC(=O)C2CC(=O)N(c3ccc(C)cc3)C2)cc1 (stereo unspecified) | 0.2% | -0.1% | -5% | 3% | 3% | 0% | 0.6 | 56 | -1.8%[50 µM] | 3%
CC(=O)NCCc1nc2ccccc2[nH]1 | 1.4% | 0.1% | 6% | 3% | 0% | -5% | 0.4 | 68 | -0.5% | -3%
CCCc1nc2n[nH]c(N)c2c2c1CCC2 | 9.6% | 0.3% | 7% | 14% | 2% | -3% | -0.2 | 37 | 0.8% | -12%
CCC(C)Sc1ccc(-c2nc3ccccn3c2NCc2ccccc2)cc1OC (stereo unspecified) | / | / | 5% | / | / | / | 33 | 66 | 2.5% | -10%
CCCN1C(=O)c2ccccc2NC1c1ccc(Br)cc1 (stereo unspecified) | 0.0% | -0.6% | 5% | 4% | 12% | 22% | 0.3 | 81 | 0.3% | -12%
O=C1CCCC2=C1C(c1cccs1)n1nc(SCc3ccccc3F)nc1N2 (stereo unspecified) | 21% | 0.0% | 9% | 6% | 5% | 5% | -1.6 | 87 | 1.8% | -11%
CCS(=O)(=O)N1CCC(C(=O)NCCc2ccc(OC)c(OC)c2)CC1 | -0.1% | 0.0% | 1% | -3% | -4% | 0% | 0.9 | 51 | 14% | 0%
CCCn1nc(C(=O)NNC(=O)c2cccc(S(=O)(=O)NC(C)C)c2)c2ccccc2c1=O | 0.7% | 0.4% | 5% | 16% | -2% | 9% | -0.6 | 71 | 0.1% | 0%
OC(CCN1CCOCC1)(c1ccc(Cl)cc1)C1CCCCC1 (stereo unspecified) | 2.2% | -0.4% | 7% | 3% | 2% | 0% | 1.5 | 59 | -0.6% | -8%
C=CCSc1nc2c(c(=O)n(C)c(=O)n2C)n1CC | 1.7% | -0.2% | 1% | 5% | 0% | -2% | 4.2 | 88 | -2.7% | -7%
Fc1ccc(Br)cc1SCCc1ccncc1 | 7.5% | -1.5% | 17% | 4% | 2% | -8% | 3.7 | 69 | 1.1%[50 µM] | -18%
COC(C[C@@H](O)[C@@H](C)[C@H](O)COCc1ccccc1)OC | / | 0.1% | 3% | / | 3% | 10% | 0.1 | 43 | 2.6% | -1%
COC(CNC(=O)C(=O)Nc1ccc2c(c1)N(S(=O)(=O)c1cccs1)CCC2)OC | -0.2% | / | 4% | 23% | / | / | 2.4 | 56 | 0.8%[50 µM] | 1%
